# CendR NRP1 mod: modulators of CendR peptide binding to NRP-1, primary screen, biochemical, fluorescence polarization, uHTS; inhibition, % at 25 µM; Neuropilin-1 (Homo sapiens), O14786; AID 602438, 2012; FAM-RPARPAR peptide binding to NRP-1; 360,000 tested, 0.85% active;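 active = inhibition or corrected inhibition above about 18%, plus a signal ratio from 0.5 to 1.5, limit read from the data, passing the limit was not always enough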; also: strong numbers were not always called active
# SUMO1-SIM PPI: modulators of SUMO1 protein-protein interactions, primary screen, biochemical, uHTS. Small ubiquitin-related modifier 1 (Homo sapiens), P63165. AID 602429, 2012. SUMO1 binding to a labelled peptide, TR-FRET, 1 h. inhibition, % at 20 µM. 360,000 tested, 0.33% active; in the data active = inhibition above about 37%
# Target sequence (P63165 whole entry, looked up): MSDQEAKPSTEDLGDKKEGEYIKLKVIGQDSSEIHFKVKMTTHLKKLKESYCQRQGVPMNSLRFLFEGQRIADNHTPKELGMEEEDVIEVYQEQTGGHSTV
# bovine MsrA act: bovine MsrA enzyme activators, primary screen, biochemical, absorbance, HTS. Methionine sulfoxide reductase A (Bos taurus). purified bovine MsrA, absorbance read-out. activation, % at 10.6 µM. 360,000 tested, 0.3% active; in the data active = activation above about 7.5%;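 also: 0% = vehicle and 100% = reference activator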
# Scp1 inh: Scp-1 phosphatase inhibitors, primary screen, biochemical, colorimetric, uHTS. 340,000 tested, 0.88% active. Carboxy-terminal domain RNA polymerase II polypeptide A small phosphatase 1 (Homo …. inhibition, % at 20 µM. AID 493091, 2011. Recombinant Scp1, phosphopeptide, malachite green phosphate absorbance;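 active = inhibition above about 50% at 20 µM, limit read from the data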;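 also: plate controls were DMSO wells with enzyme for no effect and wells lacking enzyme for full effect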
# Target sequence (Q9GZU7 76-261 limits assumed): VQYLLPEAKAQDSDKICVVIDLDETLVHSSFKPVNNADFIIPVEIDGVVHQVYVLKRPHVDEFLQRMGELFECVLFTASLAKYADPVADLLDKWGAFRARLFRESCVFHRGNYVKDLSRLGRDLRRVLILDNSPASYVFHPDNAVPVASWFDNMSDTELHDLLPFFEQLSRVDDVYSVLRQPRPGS
#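 Test system: SCP-1 phosphatase catalytic domain, residues 76-261; measured by: colorimetric phosphate reagent with accelerator and stabiliser, absorbance at 630 nm; timing: enzyme reaction 45 min at room temperature, colour 5 min, stabilisation 30 min; also added: Phosphorylated 17-residue peptide substrate; compound dosing: one concentration, 20 µM, with 1.0% DMSO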
# LMPTP inh: LMPTP phosphatase inhibitors, primary screen, biochemical, fluorescence intensity, uHTS; inhibition, % at 20 µM; recombinant LMPTP-A, OMFP fluorogenic substrate; 360,000 tested, 0.22% active;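 active = compounds that cut the enzyme signal by at least half of the control window in the single-dose screen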;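 also: plate controls were DMSO wells with enzyme plus substrate for no effect and substrate without enzyme for full effect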
# Target sequence (P24666 whole entry, looked up): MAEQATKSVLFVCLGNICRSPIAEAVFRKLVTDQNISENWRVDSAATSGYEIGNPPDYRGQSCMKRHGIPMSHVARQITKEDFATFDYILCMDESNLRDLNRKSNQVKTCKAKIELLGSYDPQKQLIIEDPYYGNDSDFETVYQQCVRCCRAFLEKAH
#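 Test system – LMPTP-A phosphatase enzyme · Quantity – 0.625 nM LMPTP-A final · Reagent – OMFP substrate, 400 µM final · Dosing – one test concentration per compound, 20 µM, with 3% DMSO overall · Timing – 50 min enzyme reaction at room temperature, protected from light · Detection – fluorescence intensity · Controls – substrate-only low control, DMSO enzyme-plus-substrate high control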
# Tb MetRS inh: T. brucei MetRS inhibitors, primary screen, biochemical, luminescence. inhibition, % at 11.9 µM. AID 624268, 2012. methionyl-tRNA synthetase (Trypanosoma brucei brucei). 360,000 tested, 0.4% active. purified T. brucei MetRS, ATP depletion, Kinase-Glo luminescence;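 active = inhibition above a per-plate cutoff of the control wells' mean inhibition plus 3 SD, cut at about 5.5% in these data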;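 also: 0% = DMSO wells median and 100% = median of wells with control inhibitor compound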
#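 Material: parasite MetRS enzyme / Replication: singlicate, one well per compound / Signal: luminescence of leftover ATP / Schedule: 2 h aminoacylation at 25 °C after 15 min preincubation / Medium: HEPES-MgCl2-KCl buffer plus DTT, spermine, BSA, pyrophosphatase / Doses: 11.9 µM single point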
# DNMT1 inh: human DNMT1 methyltransferase inhibitors, primary screen, biochemical, molecular beacon, fluorescence, HinP1I cleavage, uHTS. DNA (cytosine-5)-methyltransferase 1 (Homo sapiens), P26358. 360,000 tested, 0.83% active. AID 588458, 2011. inhibition (reported as % activation of signal), % at 10 µM; in the data active = inhibition above about 50%
# eLon inh: inhibitors of E. coli Lon protease, primary screen, biochemical, fluorescence polarization. inhibition, % at 7.94 µM. P0A9M0. purified E. coli Lon protease. 360,000 tested, 0.42% active; in the data active = inhibition above about 13%, passing the limit was not always enough;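 also: 0% = enzyme with probe and DMSO and 100% = no enzyme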
# STEP inh: STEP phosphatase inhibitors, primary screen, biochemical, fluorescence intensity, uHTS. Tyrosine-protein phosphatase non-receptor type 5 (Homo sapiens), P54829. recombinant STEP, OMFP fluorogenic substrate. inhibition, % at 20 µM. 360,000 tested, 0.25% active. AID 588621, 2011;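 active = inhibition at 20 µM, scaled per plate between control wells, above about 37%, limit read from the data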;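 also: 0% = DMSO with enzyme and substrate and 100% = substrate only without enzyme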
# Target sequence (P54829 whole entry, looked up): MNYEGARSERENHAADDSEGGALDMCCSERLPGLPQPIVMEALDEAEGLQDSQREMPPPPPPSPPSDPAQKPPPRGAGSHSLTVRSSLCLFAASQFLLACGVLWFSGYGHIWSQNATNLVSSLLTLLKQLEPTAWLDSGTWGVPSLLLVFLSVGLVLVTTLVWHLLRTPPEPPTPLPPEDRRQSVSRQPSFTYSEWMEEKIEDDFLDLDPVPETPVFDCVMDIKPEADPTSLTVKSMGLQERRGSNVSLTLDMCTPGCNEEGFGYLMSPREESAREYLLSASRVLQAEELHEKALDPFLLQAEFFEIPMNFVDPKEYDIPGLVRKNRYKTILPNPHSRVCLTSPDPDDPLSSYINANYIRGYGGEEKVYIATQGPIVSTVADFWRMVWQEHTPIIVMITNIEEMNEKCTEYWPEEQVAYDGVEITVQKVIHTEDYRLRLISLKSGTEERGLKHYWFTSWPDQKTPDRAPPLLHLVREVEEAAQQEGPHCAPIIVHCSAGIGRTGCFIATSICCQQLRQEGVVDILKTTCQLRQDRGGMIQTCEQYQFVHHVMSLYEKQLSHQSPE
#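 Assay system: isolated STEP enzyme / Timing: 20 min at room temperature, dark / Doses: 20 µM, 1% DMSO / Technique: fluorescence intensity, excitation 480 nm, emission 540 nm / Reagent: fluorogenic phosphatase substrate OMFP at 25 µM final / Measure: percent inhibition scaled to no-enzyme and uninhibited-enzyme controls, plate-pattern corrected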
# MsrA inh: bovine MsrA enzyme inhibitors, primary screen, biochemical, absorbance, HTS | Methionine sulfoxide reductase A (Bos taurus) | 360,000 tested, 0.75% active | inhibition, % at 15.5 µM | purified bovine MsrA, absorbance read-out; in the data active = inhibition above about 4.5%;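 also: 0% = vehicle wells with enzyme and 100% = reference inhibitor wells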
# The depositor's hits bear a star; x = not tested or not shown.
SMILES,CendR NRP1 mod,SUMO1-SIM PPI,bovine MsrA act,Scp1 inh,LMPTP inh,Tb MetRS inh,DNMT1 inh,eLon inh,STEP inh,MsrA inh
CC1(C)C=C(c2ccc(C=O)s2)CC(C)(C)N1C=O,3,-15,-10,-2,-1.3,-1.2,-1,6,2,4.8*
CCn1c(SCC(=O)Nc2ccc(S(=O)(=O)Nc3onc(C)c3C)cc2)nnc1-c1ccccc1,5,6,-1,-4,-0.2,0.1,1,5,20,0.3
CC(=O)Nc1nc2cc(C(N)=O)ccc2s1,19,33,-3,-4,0.2,-0.1,-2,-2,1,1.3
O=c1c2ccccc2nc(/C=C/c2ccc(O)cc2)n1CCc1ccccc1,-6,-2,-4,0,1.4,0.0,-20,-27,-3,2.2
CCOC(=O)N1CCN(C(=O)CC(C(=O)N2CCc3ccccc32)n2ccnc2)CC1 (stereo unspecified),-5,0,-14,0,-0.5,-1.1,8,-5,-1,-0.8
Cc1ccc(-c2csc3ncnc(NCCN4CCOCC4)c23)cc1,-4,-1,-7,-2,-1.3,-1.2,5,0,-2,1.1
Cc1c(-c2ccc(F)cc2)[n+](=O)c(-c2ccc(F)cc2)c(C)n1[O-],14,-4,-2,-4,-0.8,-0.5,2,4,-1,1.0
CCCC(=O)Nc1cc(C)c(NC(=O)C23CC4CC(CC(C4)C2)C3)cn1,6,-1,-11,6,-0.9,-1.1,-5,2,-1,-0.2
O=[N+]([O-])c1cccnc1N1CCN(c2ccccc2F)CC1,-7,-18,-7,-3,-0.5,-1.3,-4,6,3,-0.6
O=C1OCCC1Sc1nnc(-c2ccc(O)cc2)o1 (stereo unspecified),-1,-4,2,-4,-2.3,0.3,0,-4,1,0.0
COc1cc(/C=C2/NC(=O)N(c3cccc(Cl)c3)C2=O)ccc1O,-5,-8,-12,-1,5.1,-2.2,1,-2,-2,4.2
COc1cccc(OCC(=O)NNC(=O)Cc2cccs2)c1,-9,-5,-4,-10,-1.6,-0.3,3,-12,-3,0.6
COc1cccc(C(=O)O/N=C(\N)c2ccccn2)c1OC,15,4,-2,-17,-0.2,-0.6,2,0,0,1.0
CC(C)CCNC(=O)c1cccc(Cl)c1,-6,0,-13,0,0.0,-1.5,5,-1,-10,-0.7
CC(CCc1ccc(O)cc1)N(C)CCc1ccccc1 (stereo unspecified),5,-3,-3,-4,-0.2,-0.3,3,-13,0,0.6
CC(=O)Nc1ccc(S(=O)(=O)Nc2nc3ccccc3nc2Nc2ccc3ccccc3c2)cc1,-64,-1,-3,-2,0.9,-0.2,-27,-66,-8,0.3
Cc1ccc(CNC(=O)C(=O)NCCCn2ccnc2)cc1,3,0,-11,-14,-1.5,-0.9,1,-4,4,0.6
CC(C)(C)Cc1c(-c2ccc(Cl)cc2)nc2ccc(Cl)cn12,-9,3,-3,x,3.9,-1.2,8,-1,2,-0.7
CC(C)(C)OC(=O)NC(Cc1ccccc1)C(=O)NCCCC(=O)O (stereo unspecified),0,0,-1,-29,0.4,0.9,-2,-2,-2,-0.7
COc1ccc(Cl)cc1CC=NNC(=O)c1cccc(C)c1O,14,0,-3,0,-0.4,-0.3,6,-3,2,-0.3
CCN(CC)CCN(C)C1CCC(c2ccccc2)CC1 (stereo unspecified),13,-2,-4,-11,-1.3,-0.1,2,-7,3,0.5
COc1ccccc1CN1CC(C(=O)NCCn2ccc(C)n2)CCC1=O (stereo unspecified),15,9,0,-5,-0.1,0.1,5,-11,-2,0.4
COc1ccc(-c2csc(N(CCc3ccccc3)C(=O)COc3ccccc3)n2)cc1,-6,-2,-9,-18,1.7,-1.1,-4,-1,2,0.7
Cc1ccccc1CNC(=O)CC1C(=O)NCCN1Cc1c(F)cccc1Cl (stereo unspecified),-5,4,-3,-7,-0.2,0.2,0,-7,-1,0.5
Cc1cccc(Cc2c(C)nc3nc(SCC(=O)O)nn3c2C)c1,8,9,-12,-3,0.5,-1.4,11,7,2,-0.1
c1cc2c(cc1C1CCCCC1)c1c3n2CCN=C3CCC1,1,-6,2,12,0.5,0.4,5,0,-1,0.1
Cc1cc(-c2ccc(C)c(S(=O)(=O)NCCc3ccco3)c2)on1,-8,1,-1,-11,1.3,0.5,-3,1,-3,0.6
COc1cccc(NC(=O)NCc2ccccn2)c1,-7,0,-3,1,-1.0,-0.4,1,-12,0,-0.6
Cc1cc2nc(SCCOC(=O)Nc3cccc(Cl)c3)nc(C)c2cc1C,-4,-4,-3,-5,4.0,-0.6,-14,-5,-2,2.2
CC(=O)Nc1ccc(-c2nc3ccccc3o2)cc1,-12,3,-2,-6,-0.3,-0.4,24,-6,-1,0.7
COc1cccc(/C=N/Nc2ccc([N+](=O)[O-])cn2)c1O,7,-16,-4,-15,-1.1,-1.1,3,3,0,4.3
O=C(Nc1cccnc1)c1cccnc1,0,0,-3,3,-1.4,-0.6,1,2,10,-0.5
Cc1ccc(S(=O)(=O)N(Cc2ccccc2Cl)C(=O)N2CCN(C)CC2)cc1,2,3,-6,-2,-2.1,-0.3,1,4,3,-0.4
O=C(NCCc1ccc(Cl)cc1)c1cccc(N2CCCC2=O)c1,10,-2,-4,-5,-0.3,-0.2,0,-4,2,x
O=C(NC1CCSC1=O)c1ccc(Oc2ccc(F)cc2)nc1 (stereo unspecified),6,-3,-2,-10,-1.8,-1.2,1,-11,-5,0.1
COc1ccc(OC)c(N(CC(=O)NCc2ccncc2)S(C)(=O)=O)c1,-13,3,-4,-11,-0.3,-0.5,1,-8,1,1.0
CC1(C)c2ccccc2N2CCC(=O)NC21/C=C/c1ccco1 (stereo unspecified),-62,-9,-2,-10,2.1,-0.8,-10,-75,-3,0.4
CCNc1nc(NCC)n2c(SC(C(=O)Nc3cc(C)ccc3C)c3ccccc3)nnc2n1 (stereo unspecified),7,1,-12,11,1.3,-0.4,4,3,-2,-1.0
COCCNC(=O)CSc1cc(-c2ccccc2)c2ccc(OC)cc2n1,6,11,-3,4,-1.0,0.1,-2,4,-1,0.0
CC(C)(C)c1ccc(NC(=O)COC(=O)C2(C)CC2(Cl)Cl)cc1 (stereo unspecified),10,1,-2,-5,2.7,-0.5,4,-6,2,-0.8
COc1ccc(/C=N/NC(=O)CN(C2=NS(=O)(=O)c3ccccc32)c2ccccc2)cc1OC,-4,3,-3,4,-0.1,-0.5,-4,-13,2,1.0
Cc1ccccc1NC(=O)Cc1nc(COC(=O)/C=C/c2ccccc2)cs1,-17,-6,0,-3,1.5,0.3,-3,-5,-1,-0.7
CCOC(=O)Cn1nnnc1CN(Cc1cccs1)Cc1cc2cc(C)ccc2[nH]c1=O,-7,-3,1,-3,-0.6,4.2,2,-5,0,0.8
O=C(CSc1cn[nH]n1)Nc1ccccc1C(=O)O,1,6,-3,-2,-0.1,-0.7,1,-4,-1,0.3
COC(=O)Cc1cc(=O)n(-c2nc3ccccc3s2)[nH]1,-25,36,-10,-9,-0.3,-1.2,8,-6,2,1.6
CC(Sc1nnc(-c2ccc(Cl)cc2Cl)n1Cc1ccccc1)C(=O)Nc1nccs1 (stereo unspecified),20,1,2,-2,1.9,-0.2,-5,0,2,-0.7
NS(=O)(=O)c1ccc(NC(=O)COc2ccc(C(=O)c3ccc(F)cc3)cc2)cc1,-13,-14,-3,-7,0.4,-0.2,2,4,3,0.9
O=C(Cn1ncc2c3ccccc3n(Cc3ccccc3)c2c1=O)NCCN1CCOCC1,0,4,-3,-3,-0.7,-0.7,3,-9,-2,-0.3
COc1ccc(NC(=O)CC2C(=O)N(c3ccc(OC)cc3)C(=O)N2CCN2CCN(C)CC2)cc1 (stereo unspecified),0,-3,-4,0,-4.9,0.2,0,-4,1,-0.8
Cc1ccc(N2C(=O)C3CCC(c4ccccc4)CC3C2=O)cc1 (stereo unspecified),2,3,-7,-3,0.4,-1.6,-4,3,2,1.8
Nc1nnc(SCC(=O)Nc2cccnc2Cl)s1,-3,6,-8,1,-1.1,-0.5,2,-1,-3,-1.2
COc1ccc(NC(=O)Cn2nnc(C(=O)NCc3ccccc3OC)c2N)cc1Cl,4,-1,3,-13,0.1,-0.7,2,-9,0,0.0
O=C(NCCCNc1ccc(C(F)(F)F)cc1[N+](=O)[O-])c1ccc(F)cc1,-36,-11,-1,-1,1.5,0.1,5,-9,0,0.6
Cn1ccnc1SCC(=O)Nc1cccc(O)c1,16,-1,-4,5,-1.4,-0.1,3,-5,-3,-0.9
CN(Cc1cnn(-c2ccc(F)cc2)c1)C(=O)[C@H]1O[C@@H](n2ccc(=O)[nH]c2=O)[C@H](O)[C@@H]1O,0,-1,-3,x,-0.7,0.2,0,-5,0,-0.5
O=C(Cc1ccsc1)NNC(=O)c1ccccc1O,-6,3,-2,-1,-1.7,-0.3,-1,2,1,1.0
CCC(C)NC(=O)CSC1=Nc2ccccc2C2=NC(CC(=O)NCc3ccccc3)C(=O)N12 (stereo unspecified),11,-2,-3,1,-0.9,-0.2,-1,-7,0,1.3
CCCOc1ccc(N2C(=O)CC(NNC(=O)c3ccc(COc4ccccc4)o3)C2=O)cc1 (stereo unspecified),5,-2,-4,-5,-3.3,0.4,9,-16,-2,-1.0

# Looked up by structure from the entries so far:
SMILES,CendR NRP1 mod,SUMO1-SIM PPI,bovine MsrA act,Scp1 inh,LMPTP inh,Tb MetRS inh,DNMT1 inh,eLon inh,STEP inh,MsrA inh
c1cc2c(cc1C1CCCCC1)c1c3n2CCN=C3CCC1,1,-6,2,12,0.5,0.4,5,0,-1,0.1
COCCNC(=O)CSc1cc(-c2ccccc2)c2ccc(OC)cc2n1,6,11,-3,4,-1.0,0.1,-2,4,-1,0.0

# With a hit mark in MsrA inh, of those listed so far:
SMILES,CendR NRP1 mod,SUMO1-SIM PPI,bovine MsrA act,Scp1 inh,LMPTP inh,Tb MetRS inh,DNMT1 inh,eLon inh,STEP inh,MsrA inh
CC1(C)C=C(c2ccc(C=O)s2)CC(C)(C)N1C=O,3,-15,-10,-2,-1.3,-1.2,-1,6,2,4.8*

# Source: PubChem BioAssay
